# Source: PubChem
# OX1R FRET antag = antagonists of human orexin 1 receptor (OX1R); 330,000 tested, 1.8% active; Orexin/Hypocretin receptor type 1 (Homo sapiens), O43613; OX1R-expressing cells, FRET antagonist read-out; inhibition, % at 6.6 µM; in the data active = inhibition mostly above about 38%, no sharp cut-off; inactive = mostly below about 40%;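 note: 0% = agonist challenge alone and 100% = reference antagonist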
# Target sequence (O43613 whole entry, looked up): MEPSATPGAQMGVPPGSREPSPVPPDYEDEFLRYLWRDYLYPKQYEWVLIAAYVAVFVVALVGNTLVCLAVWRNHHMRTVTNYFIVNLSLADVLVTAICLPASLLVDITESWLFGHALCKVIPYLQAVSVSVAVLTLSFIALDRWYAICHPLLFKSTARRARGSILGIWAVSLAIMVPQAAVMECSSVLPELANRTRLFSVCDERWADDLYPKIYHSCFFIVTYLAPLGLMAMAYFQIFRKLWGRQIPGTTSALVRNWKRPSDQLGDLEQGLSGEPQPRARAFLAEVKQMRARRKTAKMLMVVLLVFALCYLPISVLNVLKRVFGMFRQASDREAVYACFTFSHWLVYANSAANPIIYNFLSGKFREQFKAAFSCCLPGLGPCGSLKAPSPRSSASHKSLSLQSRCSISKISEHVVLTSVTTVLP
# STK33 kinase inh = inhibitors of purified STK33 kinase, primary screen, biochemical, ADP-Glo luminescence, homogeneous, cell-free | AID 2661, 2010 | 320,000 tested, 0.073% active | MBP phosphorylation | inhibition, % at 10 µM;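 active = inhibition at or above 25%, using the most active replicate where run in duplicate; inactive = inhibition below 25%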
# Target sequence (Q9BYT3 whole entry, looked up): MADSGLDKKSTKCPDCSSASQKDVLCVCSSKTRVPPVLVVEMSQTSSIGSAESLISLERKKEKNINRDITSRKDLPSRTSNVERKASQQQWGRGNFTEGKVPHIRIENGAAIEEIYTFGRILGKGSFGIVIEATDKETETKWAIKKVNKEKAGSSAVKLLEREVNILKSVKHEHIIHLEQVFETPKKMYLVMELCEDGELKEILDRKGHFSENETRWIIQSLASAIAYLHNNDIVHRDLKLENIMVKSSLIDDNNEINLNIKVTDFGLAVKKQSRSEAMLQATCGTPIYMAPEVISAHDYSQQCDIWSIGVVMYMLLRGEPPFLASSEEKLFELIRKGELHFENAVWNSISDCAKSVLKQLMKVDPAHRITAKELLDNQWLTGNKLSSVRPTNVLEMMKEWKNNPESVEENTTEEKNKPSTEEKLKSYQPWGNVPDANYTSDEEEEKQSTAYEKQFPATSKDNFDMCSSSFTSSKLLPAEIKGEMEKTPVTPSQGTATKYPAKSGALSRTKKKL
# Active calls of the source: *; · = not tested or not shown; & = joins results of further samples.
SMILES,OX1R FRET antag,STK33 kinase inh
CCOc1ccc(C(C(=O)NC2CCCCC2)N(C(=O)c2ccco2)c2ccc(-n3cnnn3)c(C)c2)cc1 (stereo not drawn),3,-2.4
CCc1c(C(=O)Nc2cc(C(=O)OC)ccc2C)csc1C,·,-1.5
CC(NC(=O)/C(C#N)=C/c1cn(-c2ccccc2)nc1-c1ccc(F)cc1)c1ccccc1 (stereo not drawn),18,-0.6
FC(F)Oc1ccccc1NC(=S)Nc1cccnc1,10,-0.9
O=C(c1ccc(CS(=O)Cc2ccc(Cl)cc2)o1)N1CCN(c2ccccc2F)CC1 (stereo not drawn),4,-1.4
COc1cccc(CNCc2ccccc2OC)c1,4,-1.0
Cc1nc2ccccc2c2oc(C(=O)NCCN3CCN(C)CC3)cc12,9,0.7
CCOC(=O)c1c(NC(=O)CSc2nnc(-c3cccc(C)c3)n2CC)sc(C(C)=O)c1C,29,-0.8
COc1ccc(OC)c(-c2nc(C(=O)NCCCN3CCOCC3)cc3c2[nH]c2ccccc23)c1,6,-0.4
COc1cc(Cc2cnc(N)nc2N)cc(OC)c1OC,18&14,-1.6&-1.8
COc1ccc(Cn2c(-c3ccc(C)cc3)nc3c(c(=O)c4ccccc4n3C)c2=O)cc1,15,0.7
N#Cc1c(/N=C/C=C/c2ccccc2)sc2c1CCCC2,4,-0.7
COc1ccc(CCNC2=CC(=O)N(c3ccc(F)cc3)C2=O)cc1,21,-0.7
CCc1nonc1NC(=O)c1oc2cc(Br)ccc2c1C,15,4.2
O=C(NCC1CCCN(C(=O)c2cccc(C(F)(F)F)c2)C1)c1ccc(F)cc1 (stereo not drawn),11,-0.7
CC1=C(C(=O)OC(C)C)C(c2cccnc2)C2=C(CCCC2=O)N1 (stereo not drawn),0,-1.3
O=C(O)CNc1ccc(S(=O)(=O)C(F)(F)F)cc1[N+](=O)[O-],16,0.5
O=C(CSc1nc2c(sc3ccccc32)c(=O)n1CCCN1CCCC1)NCc1ccccc1,29,0.1
Cc1ccc(C)c(OCC(=O)NNC(=O)c2ccc(=O)[nH]c2)c1,3,-0.3
O=C(CCSCCC(=O)Nc1ccccc1F)Nc1ccccc1F,36,1.4
O=C(OCC(=O)N1CCC(Cc2ccccc2)CC1)c1cncc(Br)c1,3,-1.0
O=C(NC1=NCCS1)c1nc(-c2ccccc2)n(-c2ccccc2)n1,30,0.0
Cc1ccc(-c2csc(NC(=O)c3cccc(S(=O)(=O)N4CCN(C)CC4)c3)n2)cc1,11,-2.5
Cc1csc(NC(=O)CSc2nnc(NC(=O)COc3ccc(Cl)cc3)s2)n1,29,-0.2
Cc1ccc(-c2cc(-c3ccc(C)cc3O)[nH]n2)cc1,10,-2.5
CCCN(C(=O)CSc1nnnn1-c1ccccc1OC)C1CCS(=O)(=O)C1 (stereo not drawn),8,-1.0
CCOC(=O)c1nn(-c2ccccc2C)c2nc(Nc3ccccc3)cc(=O)n12,8,-1.0
Cc1ccc(NC(=O)c2cccc(OC(F)F)c2)c(OC(F)F)c1,24,0.5
CCCCOc1ccc(NC(=O)C(=O)NCCC2=CCCCC2)cc1,20,0.2
CN(C)S(=O)(=O)n1cc(/C=C(\NC(=O)c2ccccc2)C(=O)N2CCOCC2)c2ccccc21,7,-1.9
Cc1cccn2c(=O)c(/C=C(\C#N)S(=O)(=O)c3ccccc3)c(N3CCC(C(N)=O)CC3)nc12,22,0.1
Cc1ccc(-c2csc(NC(=O)COC(=O)c3cccc(S(=O)(=O)N4CCOCC4)c3)n2)cc1,9,0.6
CCCCC1S/C(=N/N=C/c2ccc(OC)cc2)N(Cc2ccc(OC)cc2)C1=O (stereo not drawn),6,-2.4
CCOC(=O)[C@@H]1[C@H]2COc3ccc(Br)cc3[C@@H]2N2C(=O)N(c3ccc(OC)cc3)C(=O)[C@]12C,-2,0.0
CCn1c2ccc(OC)cc2c2nc3ccccc3nc21,57,3.5
CC1CCc2c(sc(NC(=O)COC(=O)C3CCCO3)c2C#N)C1 (stereo not drawn),6,0.1
CC1CCN(C(=S)c2cn(Cc3ccc(F)cc3)c3ccccc23)CC1,2,-0.8
O=S(=O)(c1ccc(C(F)(F)F)cc1)N1CCN(CCc2ccccc2)CC1,0,-0.4
O=C(Cn1cnc2c(NCc3ccccc3)ncnc21)NCCCN1CCCC1=O,7,·
CC(C)Oc1cccc(C(=O)N/N=C/c2coc3ccccc3c2=O)c1,·,0.6
CCOC(=O)N1CCN(C(=O)C2CC(=O)N(Cc3ccc(OC)cc3)C2)CC1 (stereo not drawn),12,-0.9
O=C(Oc1cccc2ccccc12)c1ccncc1,36,-0.9
CC(=O)c1cccc(NC(=O)C2CCN(C(=O)c3ccc([N+](=O)[O-])cc3)CC2)c1,54,-1.1
O=C(Oc1cccc(Br)c1)c1cccnc1,24,-5.4
COc1ccccc1N1CCN(S(=O)(=O)c2c(C)[nH]c(C)c2C(=O)N2CCCCC2)CC1,0,-0.4
Cc1ccc(N2CC(C(=O)Nc3nnc(SCC(=O)N4CCOCC4)s3)CC2=O)cc1 (stereo not drawn),17,-0.6
O=C(NCCCCc1ccccc1)C1CC(c2ccc([N+](=O)[O-])cc2)=NO1 (stereo not drawn),33,-0.4
Cc1ccc(SCC(=O)Nc2ccc(N3CCN(C)CC3)c(F)c2)c(C)c1,4,-0.4
CCOC(=O)CSc1nnc(CSc2nc(N)c3c(C)c(C)sc3n2)n1-c1ccccc1,12,0.0
C=CCn1c(NC(=O)c2ccco2)nc2ccccc21,17,2.8
CC(=O)c1ccc(S(=O)(=O)N(C)CCCC(=O)N(C)Cc2ccccc2F)cc1,15,0.6
CS(=O)(=O)N1CCC(C(=O)NCc2ccc(Cl)cc2)CC1,12,-1.2
Cc1ccc(CNC(=O)CCCn2nc(C)c3c(C)n(-c4ccccc4)nc3c2=O)cc1,13,-1.5
Cc1cc(C)c(OCCCCn2cnc3ccccc3c2=O)c(C)c1,11,-1.0
O=C(NC1CCCCC1)C(c1ccncc1)N(Cc1ccc2c(c1)OCO2)C(=O)C(F)(F)F (stereo not drawn),40,0.2
COc1ccccc1NC(=O)C(C)Sc1nnnn1C (stereo not drawn),10,0.0
COc1ccc(OC)c(-c2nnc(SCC(=O)N3CCCC3)o2)c1,15,1.5
FC(F)(F)c1nc(NCc2cccnc2)c2ccccc2n1,33,-0.3
O=C(CCC(=O)c1ccc(F)cc1)Nc1cccnc1,24,0.0
C=CCN1C(=O)C(CC(=O)NCC)SC1=Nc1cc(Cl)ccc1Cl (stereo not drawn),10,0.6
# Next entries.
SMILES,OX1R FRET antag,STK33 kinase inh
Cc1cccc(/C=C(\C(=O)O)c2ccc(S(=O)(=O)N3CCCC3)s2)c1,-2,-1.2
COc1ccccc1N(CC(O)CN1CCOCC1)S(=O)(=O)c1ccccc1 (stereo not drawn),21,-0.6
O=C(Nc1ccc2[nH]c(=O)[nH]c2c1)c1cc(F)c(F)cc1Cl,7,0.2
CCOC(=O)c1nn(-c2ccccc2)c(=O)cc1OCC(=O)Nc1cccc(OC)c1,22,·
COc1ccc(Cl)cc1N1C(=O)C2CCCN2C1c1ccccc1F (stereo not drawn),9,-1.0
Cc1ccc(O)c(C(=O)/C=C/c2ccc3c(c2)OCCO3)c1,6,-1.1
O=C(N/N=C/C=C/c1ccco1)c1cnccn1,23,-0.5
CC(=O)Nc1ccccc1C(=O)C(=O)O,5,0.5
COc1ccc(CCn2nnnc2C(C(C)C)N2CCN(c3ncccn3)CC2)cc1OC (stereo not drawn),5,-0.5
Cc1ccc(C(=O)CCC(=O)Nc2ccccc2F)cc1,·,-1.4
Clc1cccc(OCCOCCN2CCNCC2)c1Cl,-1,-0.6
CCOC(=O)N1CCC(NC(=O)CS(=O)(=O)Cc2nc(-c3ccccc3Cl)oc2C)CC1,0,-1.5
CCCc1nc2ccccc2c(=O)n1/N=C/c1ccccc1O,10,-0.2
COc1ccccc1C(=O)Nc1c(C(=O)N(CCN(C)C)Cc2ccco2)oc2ccccc12,17,-0.4
CN1C(=O)/C(=C/c2cccc(Cl)c2)Sc2ccc(C(=O)N3CCOCC3)cc21,18,-1.9
N#Cc1ccccc1COC(=O)c1cccnc1N,20,-0.8
O=C(CC(=O)c1ccccc1)Nc1ccccn1,·,-0.5
CC(Cc1ccccc1)NC(=O)CCCN1C(=O)c2ccccc2C1=O (stereo not drawn),-9,0.4
CCCc1cc(=O)oc2cc(C)cc(OCC(=O)Nc3ccccn3)c12,13,1.2
COc1ccc(OCCOC(=O)c2ccc(F)c(S(=O)(=O)N3CCOCC3)c2)cc1,3,-0.9
CCOC(=O)CNC(=O)CSc1nnc(-c2ccco2)n1N,7,0.3
COC(=O)c1c(NC(=O)CSc2nncs2)sc2c1CCCCC2,5,-0.2
Cc1ccc(S(=O)(=O)N(C)CC(=O)OCC(=O)NCCN2C(=O)CSC2=O)cc1,-2,-1.7
COc1cccc(OC)c1C(=O)Nc1ccc(N2CCN(C(=O)c3cccs3)CC2)cc1,21,-1.9
COc1cccc(CNC(=S)Nc2cc(C)cc(C)c2)c1,15,0.2
CCC1CN(C(=O)Nc2cccc(C)c2)c2cc(C)ccc2O1 (stereo not drawn),12,-1.3
CCC(C)c1ccccc1N1CC(C(=O)Nc2ccc(S(=O)(=O)N3CCOCC3)cc2)CC1=O (stereo not drawn),23,-1.3
O=C(NC1CCN(Cc2ccccc2)CC1)c1cccc(OC(F)F)c1,7,-0.6
CC(C)CC(=O)Nc1ccccc1Oc1ccccc1,7,-2.3
COc1ccccc1CC(=O)N1CCN(c2ccc([N+](=O)[O-])cc2)CC1,12,-3.0
Cc1ccc(NC(=O)NC2CCCCCCC2)c(C)c1,·,-0.1
COCCCNS(=O)(=O)c1ccc(C)cc1,19,-2.5
CC(C)c1ccc(S(=O)(=O)N2CCN(C(=O)CN3C(=O)NC4(CCCC4)C3=O)CC2)cc1,13,-1.1
Cc1cc(F)ccc1NC(=O)C1CSC2(C)CCC(=O)N12 (stereo not drawn),4,-1.3
Cc1cc(-n2c(C)cc(C(=O)CSc3ccccn3)c2C)no1,6,-1.5
Cn1c(=O)c2c(SCC(=O)c3ccccc3)nc(C3CC3)nc2n(C)c1=O,-2,-0.4
CCCCn1c(=O)c2ccccc2n2c(=S)[nH]nc12,18,2.7
O=C(CCCCCNC(=O)c1ccccc1)N/N=C/c1ccc(F)cc1,12,0.1
Cc1ccc(N(CC(=O)NCCSCc2ccco2)S(=O)(=O)c2ccc(F)cc2)cc1,38,-1.0
CC(C)(C)c1ccc(NC(=O)c2c(F)cccc2Cl)cc1,19,0.5
Cc1noc(C)c1C(=O)OCC(=O)Nc1ncc(Cl)c(C)c1Cl,9,-1.4
CC1CCCCC1NC(=O)CN1CCC(O)(c2ccc3c(c2)OCO3)CC1 (stereo not drawn),28,0.3
CCOC(=O)c1nnc(-c2cccs2)nc1Oc1ccccc1C(=O)OC,10,-1.7
COc1ccc(CNC(=O)C2CC(=O)N(C3CCCCC3)C2)cc1 (stereo not drawn),8,-1.6
S=C(NCCC(c1ccccc1)c1ccccc1)Nc1ccc(Cl)cc1,17,-0.7
CN1CC(=O)N(C)c2ncn(Cc3ccccc3)c2C1=O,19,0.6
Cc1ccc2c(c1)cc(CN(Cc1cccs1)C(=O)c1ccco1)c1nnnn12,13,·
Cc1sc2ncnc(N3CCC(C(=O)Nc4ccc(OC(F)F)c(Cl)c4)CC3)c2c1C,30*,-1.4

# Not a retest: entries from further up.
SMILES,OX1R FRET antag,STK33 kinase inh
COc1ccccc1CC(=O)N1CCN(c2ccc([N+](=O)[O-])cc2)CC1,12,-3.0
Cc1ccc(NC(=O)NC2CCCCCCC2)c(C)c1,·,-0.1
COCCCNS(=O)(=O)c1ccc(C)cc1,19,-2.5
CC(C)c1ccc(S(=O)(=O)N2CCN(C(=O)CN3C(=O)NC4(CCCC4)C3=O)CC2)cc1,13,-1.1
Cc1cc(F)ccc1NC(=O)C1CSC2(C)CCC(=O)N12 (stereo not drawn),4,-1.3
Cc1cc(-n2c(C)cc(C(=O)CSc3ccccn3)c2C)no1,6,-1.5
Cn1c(=O)c2c(SCC(=O)c3ccccc3)nc(C3CC3)nc2n(C)c1=O,-2,-0.4
CCCCn1c(=O)c2ccccc2n2c(=S)[nH]nc12,18,2.7
O=C(CCCCCNC(=O)c1ccccc1)N/N=C/c1ccc(F)cc1,12,0.1
Cc1ccc(N(CC(=O)NCCSCc2ccco2)S(=O)(=O)c2ccc(F)cc2)cc1,38,-1.0
CC(C)(C)c1ccc(NC(=O)c2c(F)cccc2Cl)cc1,19,0.5
Cc1noc(C)c1C(=O)OCC(=O)Nc1ncc(Cl)c(C)c1Cl,9,-1.4
CC1CCCCC1NC(=O)CN1CCC(O)(c2ccc3c(c2)OCO3)CC1 (stereo not drawn),28,0.3
CCOC(=O)c1nnc(-c2cccs2)nc1Oc1ccccc1C(=O)OC,10,-1.7
COc1ccc(CNC(=O)C2CC(=O)N(C3CCCCC3)C2)cc1 (stereo not drawn),8,-1.6
S=C(NCCC(c1ccccc1)c1ccccc1)Nc1ccc(Cl)cc1,17,-0.7

# (further entries)
SMILES,OX1R FRET antag,STK33 kinase inh
O=C(COC(=O)c1cccs1)c1ccc2c(c1)OCCO2,10,9.6
O=S(=O)(Nc1ccncc1)c1ccc(Cl)cc1,15,-2.0
O=C1N[C@@H](Cc2c[nH]c3ccccc23)COC(=O)[C@H](Cc2ccc(F)cc2)C/C=C\C[C@H]1CC(=O)N(CCO)Cc1ccccc1,9,2.5
O=C(CSc1nc(-c2ccccc2)cs1)NCc1ccco1,51,2.9
Cc1ccc(NC(=O)/C(=C\c2cccc([N+](=O)[O-])c2)NC(=O)c2cccs2)cc1,52*,-1.1
CCCn1nnnc1COc1ccc(C(N)=O)cc1,-1,-1.1
CCC(C)Sc1cc(-c2nc3cc(C)ccn3c2NC2CCCCC2)ccc1OC (stereo not drawn),8,·
COc1cc(OC)c(C2=NOC(C(=O)Nc3ccc4c(c3)OCO4)C2)cc1Cl (stereo not drawn),17,-0.2
CCOC(=O)C1CCCN(S(=O)(=O)c2c(C(=O)N3CCCCC3)c(C)n(C)c2C)C1 (stereo not drawn),14,-1.4
